Source: PubChem (Johns Hopkins Ion Channel Center)
TRPC4 PAM: positive allosteric modulators of TRPC4, primary screen, cell-based, mouse TRPC4beta, HEK293 mu-opioid, Fluo-4 calcium. actives 0.42% (n = 310,000). DAMGO EC20, Fluo-4 Ca2+ flux; hits give high values. B-score at 10 µM;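 active means B-score of calcium response area above 5 SD of library B-scores, with initial fluorescence ratio within 5 SD of library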;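 further: B-score of integrated fluorescence ratio over time as area under calcium response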
RGS4 block: RGS4 inhibitors, primary screen, cell-based, HEK293 M3R inducible RGS4, calcium flux | B-score at 10 µM | Regulator of G-protein signaling 4 (Homo sapiens), P49798 | AID 463165, 2010 | Fluo-4 calcium flux; hits give high values; triggered by carbachol at its EC20 | actives 0.45% (n = 310,000);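 active means B-score, a plate-corrected calcium signal, over three deviations above library mean, with baseline fluorescence within five deviations of library mean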;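 further: RGS4 expression induced by doxycycline in cells with stable M3 receptor; B-score is computed from the integrated fluorescence ratio over baseline after carbachol; higher B-score means a larger calcium signal and so more RGS4 inhibition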
Target sequence (P49798 whole entry, looked up): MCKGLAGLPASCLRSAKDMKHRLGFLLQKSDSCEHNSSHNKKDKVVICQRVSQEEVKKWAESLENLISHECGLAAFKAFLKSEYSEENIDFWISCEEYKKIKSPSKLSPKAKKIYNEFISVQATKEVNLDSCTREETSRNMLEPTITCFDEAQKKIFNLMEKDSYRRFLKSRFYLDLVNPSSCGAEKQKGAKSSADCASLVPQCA
TRPC4 block: inhibitors of mouse TRPC4 channel, primary screen, Fluo4 calcium, HEK293 TRPC4beta/mu-opioid cells | Short transient receptor potential channel 4 (Mus musculus), Q9QUQ5 | actives 0.39% (n = 300,000) | DAMGO-evoked Fluo4 calcium flux; hits give low values | B-score at 10 µM;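 active means B-score over 3 SD under the library average, no early fluorescence shift, positive overall ratio signal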
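Test system – stable TRPC4beta/mu-opioid receptor HEK293 cells · Probe or stimulus – DAMGO, a submaximal dose followed by a maximal one · Dosing – one concentration per compound · Signal – Fluo4 calcium fluorescence by kinetic imaging, 5 s 1 Hz baseline · Evaluation – per-well B score of integrated baseline-normalized Fluo4 ratio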
MrgX1 antag: antagonists of human MrgX1 receptor, primary screen, HEK293 cells, Fluo-4 calcium flux; Mas-related G-protein coupled receptor member X1 (Homo sapiens), Q96LB2; B-score at 10 µM; actives 1.3% (n = 310,000); BAM8-22 antagonism; hits give low values;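 active means calcium-response B-score plate-corrected more than 3 library SD below zero, starting fluorescence within 5 deviations, no agonist response on first addition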;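 further: peak minus trough fluorescence over baseline after final BAM8-22 challenge near maximal dose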
Target sequence (Q96LB2 whole entry, looked up): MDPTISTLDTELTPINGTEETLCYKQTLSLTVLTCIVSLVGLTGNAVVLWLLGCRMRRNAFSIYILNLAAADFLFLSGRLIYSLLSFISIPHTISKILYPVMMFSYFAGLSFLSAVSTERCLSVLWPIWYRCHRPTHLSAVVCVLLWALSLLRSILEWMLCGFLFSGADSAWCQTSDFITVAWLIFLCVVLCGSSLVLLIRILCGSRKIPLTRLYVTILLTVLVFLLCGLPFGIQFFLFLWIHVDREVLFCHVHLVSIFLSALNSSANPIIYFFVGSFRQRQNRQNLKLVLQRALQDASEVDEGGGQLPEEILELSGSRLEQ
MrgX1 ag: agonists of human MrgX1 receptor, primary screen, HEK293 cells, Fluo-4 calcium flux | Fluo-4 calcium fluorescence, agonist mode; hits give high values | Mas-related G-protein coupled receptor member X1 (Homo sapiens), Q96LB2 | B-score at 10 µM | AID 588627, 2011 | actives 0.44% (n = 310,000);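 active means calcium response B-score plate-corrected fluorescence ratio at least 3 library SD, with starting fluorescence B-score inside 5 SD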
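Test system: HEK293 cells stably expressing human MrgX1 receptor; amount: 15,000 cells per well; doses: compound delivered in addition one of three; times: overnight plating before 1 h dye loading; detection: Fluo-4 NW calcium-flux fluorescence, kinetic read; read-out basis: B-scored fluorescence response ratio; controls: positive and negative controls per plate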
TMEM16A inh: TMEM16A chloride channel inhibitors, primary screen, cell-based, HTS; Anoctamin-1 (Mus musculus), Q8BHY3; HEK293 TMEM16A/YFP iodide influx fluorescence, ionomycin; normalized B-score (activity score, 25-100; higher = stronger inhibition) at 10 µM; actives 1.2% (n = 310,000); AID 588511, 2011;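 active means ratio plate-corrected score three or more library SD toward inhibition, starting fluorescence score within five deviations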;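 further: score derived from kinetic fluorescence span divided by baseline fluorescence per well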
MrgX1 PAM: positive allosteric modulators of MrgX1, primary screen, HEK293 cells, Fluo-4 calcium flux. Mas-related G-protein coupled receptor member X1 (Homo sapiens), Q96LB2. FDSS; hits give high values. B-score at 10 µM. actives 0.63% (n = 310,000). AID 588675, 2011;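 active means plate-corrected calcium response at least 3 library SD above typical, normal starting fluorescence, not activating the receptor alone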;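 further: compound read alongside a low EC10 to EC30 dose of BAM8-22 agonist; peak minus trough fluorescence over baseline measured at the second addition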
TRPC6 act: mouse TRPC6 channel activators, primary screen, cell-based, HEK293, membrane potential dye; HEK293-TRPC6 membrane potential dye fluorescence; hits give high values; B-score at 10 µM; actives 0.13% (n = 310,000);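 active means B-score of the integrated fluorescence ratio above library mean plus 3 SD, and starting fluorescence ratio within library mean plus 5 SD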;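 further: higher score means more depolarization so channel activation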
TRPC4 agonist: activators of mouse TRPC4 channel, primary screen, Fluo4 calcium, HEK293 TRPC4beta/mu-opioid cells; Fluo4 calcium fluorescence; hits give high values; Short transient receptor potential channel 4 (Mus musculus), Q9QUQ5; B-score at 10 µM; AID 2237, 2010; actives 0.49% (n = 310,000);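 active means B-score above 5 SD of library B-scores, and initial fluorescence ratio not above library mean plus 5 SD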;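 further: positive B-score marks a calcium rise read as TRPC4 activation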
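system = HEK293 cells stably co-expressing mouse TRPC4beta and mu-opioid receptor | schedule = Fluo4 dye loading 45 min at room temperature, 110 s recording | measure = B-scored integrated calcium fluorescence ratio | signal = Fluo4 calcium-sensitive dye fluorescence, kinetic, 1 Hz baseline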
TMEM16A act: TMEM16A chloride channel activators or potentiators, primary screen, cell-based, HTS; HEK293 TMEM16A/YFP-H148Q/I152L, iodide quench fluorescence; hits give low values; B-score at 10 µM; actives 0.3% (n = 340,000);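 active means fluorescence-ratio B-score plate-corrected deviation score at least 3 library SD below zero, with starting fluorescence score within 5 deviations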;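 further: channel opened by trigger with iodide after compound preincubation; score built on the fluorescence ratio of max minus min over baseline; more negative score means more quench and so TMEM16A activation or potentiation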
TRPC6 inhibitor: mouse TRPC6 channel inhibitors, primary screen, cell-based, HEK293, membrane potential dye; actives 1.1% (n = 310,000); ACh-evoked depolarization; hits give low values; B-score at 10 µM; Short transient receptor potential channel 6 (Mus musculus), Q61143;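 active means B-score under library mean minus 3 SD, initial fluorescence not abnormally high, positive integrated signal ratio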;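 further: B-score derived from integrated fluorescence ratio over the kinetic read; more negative B-score means stronger inhibition of depolarization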
* = called active by the depositor; i = inactive; / = not tested or not shown.

Values run as follows: TRPC4 PAM	RGS4 block	TRPC4 block	MrgX1 antag	MrgX1 ag	TMEM16A inh	MrgX1 PAM	TRPC6 act	TRPC4 agonist	TMEM16A act	TRPC6 inhibitor
- CCOc1ccc(Br)cc1S(=O)(=O)Nc1ccc(C(=O)Nc2ccccc2OC)cc1
 : i	i	i	i	i	i	i	i	i	i	i
- CN1C(=O)C(C)(C)c2cc(S(=O)(=O)N3CCCCCC3)ccc21
 : i	i	i	i	i	i	i	i	i	i	i
- CCC(=O)N1CCc2cc(S(=O)(=O)NCCC(=O)N3CCN(c4cccc(C)c4)C(C)C3)ccc21 (stereo not given)
 : i	i	i	i	i	i	i	i	i	i	i
- O=C(NCc1ccccn1)c1cccc(NS(=O)(=O)c2cccc(Cl)c2)c1
 : i	i	i	i	i	i	i	i	i	i	i
- O=C(O)C1CC(=O)N(C2CCCCCC2)C1 (stereo not given)
 : /	/	/	i	i	i	i	/	/	i	/
- Cc1cccc(C#Cc2ccccc2)n1
 : /	/	/	i	i	i	i	/	/	i	/
- CCN(Cc1ccccc1)S(=O)(=O)c1ccc(C(=O)N(CCCN(C)C)c2nc3ccc(F)cc3s2)cc1
 : i	i	i	i	i	i	i	i	63*	i	i
- O=C1C=C(NCc2ccc(Cl)cc2Cl)C2(CCCCC2)O1
 : i	i	i	i	i	i	i	i	i	i	i
- O=c1c2ccc(Cl)cc2[nH]c(=S)n1CCCN1CCOCC1
 : i	i	i	i	i	i	i	i	i	i	i
- Cn1cc(S(=O)(=O)NCc2ccc(Cl)cc2)c(=O)n(C)c1=O
 : i	i	i	i	i	i	i	i	i	i	i
- Cc1cc(C)n(CCN(C)c2nc3nonc3nc2N2CCCCC2)n1
 : i	i	i	i	i	i	i	i	i	i	i
- O=C(CSc1nnc(-c2ccc3c(c2)OCCO3)o1)NC1CCCCC1
 : i	i	i	i	i	i	i	i	i	/	i
- O=C(NCCOc1ccccc1)c1cncc(Br)c1
 : i	i	i	i	i	i	i	i	i	i	i
- O=C(CSc1ccc2nnc(-c3ccccc3)n2n1)N1CCCCC1
 : i	i	i	i	i	i	i	i	i	i	i
- CCOC(=O)c1cccc(NS(=O)(=O)c2c(C)[nH]c(C)c2C(=O)N2CCCC2)c1
 : i	i	i	i	i	i	i	i	i	i	i
- COc1ccc(CCNC(=O)CSc2nncs2)cc1
 : i	i	i	i	i	i	i	i	i	i	i
- CO/N=C/NC(=O)c1ccc([N+](=O)[O-])c(CS(=O)(=O)c2ccc(Cl)cc2)c1
 : i	i	i	i	i	i	i	i	i	i	i
- Cc1cc(NC(=O)CSc2nnc(-c3cccnc3)n2Cc2ccccc2)no1
 : i	i	i	i	i	i	i	i	i	i	i
- Cc1ccc(C(=O)Nc2cccnc2)cc1S(=O)(=O)N1CCOCC1
 : i	i	i	i	i	i	i	i	i	i	i
- CCCOC(=O)c1cc(=O)[nH]c2ccccc12
 : i	i	i	-4.7*	i	i	i	i	i	i	i
- O=C(Nc1ccccc1)N1CCN(Cc2ccc(Cl)cc2)CC1
 : i	i	i	i	i	i	i	i	i	i	i
- CC1=C(C(=O)OC(C)C)C(c2cccc(F)c2)n2ncnc2N1 (stereo not given)
 : i	i	i	i	i	i	i	i	i	i	i
- CCN(CC)CCCn1c(=S)[nH]c2cc(Cl)ccc2c1=O
 : i	i	i	i	i	i	i	i	i	i	i
- Cc1ccc(S(=O)(=O)N(C)C)cc1NC(=O)COC(=O)Cc1cccs1
 : i	i	i	i	i	i	i	i	i	i	i
- COc1ccc(CCn2nnnc2C(c2ccc(Cl)cc2)N2CCN(C)CC2)cc1OC (stereo not given)
 : i	i	i	i	i	i	i	i	i	i	i
- CN1C(C(=O)NCc2ccco2)CC2Cn3c(nc4ccccc43)C21 (stereo not given)
 : i	i	i	i	i	i	i	i	i	i	i
- COC(=O)c1ccc(NC(=S)NC(=O)c2c(-c3ccccc3)noc2C)cc1
 : i	i	i	i	i	i	i	i	i	i	i
- O=C(COc1cccc(Cl)c1)N/N=C\c1cc2ccccc2nc1Cl
 : i	i	i	i	i	i	i	i	i	i	i
- O=C(Nc1nnc(-c2ccccc2Cl)s1)C1CCN(S(=O)(=O)c2ccc(Cl)cc2)CC1
 : i	i	i	i	i	i	i	i	i	i	i
- CCN(CC)c1nc(N)c2c(N)n(-c3ccccc3C)c(=S)c(C#N)c2c1C#N
 : i	i	i	i	i	i	i	i	i	i	i
- O=C(/C=C/c1ccccc1)NCCc1c[nH]c2ccccc12
 : i	i	i	i	i	i	i	i	i	i	i
- O=C(NCCOC(=O)c1c(F)cccc1Cl)c1c(F)cccc1Cl
 : i	i	i	i	i	i	i	i	i	i	i
- CCOC(=O)N1CCN(C(=O)c2ccc(OCC)c(OCC)c2)CC1
 : i	i	i	i	i	i	i	i	i	i	i
- COc1ccc(-c2noc(C3CCCN(C(=O)c4cccc(F)c4)C3)n2)cc1 (stereo not given)
 : i	i	i	i	i	i	i	i	i	i	i
- CCC1CN(C(=O)NCc2ccc(F)cc2)c2cc(Cl)ccc2O1 (stereo not given)
 : i	i	i	i	i	i	i	i	i	i	i
- COC(=O)C1=C(C)N(Cc2ccccc2)C(=NCc2ccc(OC)cc2)N[C@H]1c1cccc(F)c1
 : i	i	i	i	i	i	i	i	i	i	i
- CCCNC(=O)c1ccc(Cn2cc(C(F)(F)F)ccc2=O)cc1
 : i	i	i	i	i	i	i	i	i	i	i
- O=C(N/N=C/c1ccc(O)cc1)c1nc(-c2ccccc2)n(-c2ccccc2)n1
 : i	i	i	i	i	i	i	i	i	i	i
- CCc1cc(=O)oc2cc(C)cc(OCC(=O)NCc3cccnc3)c12
 : i	i	i	i	i	i	i	i	i	i	i
- COc1ccc(S(=O)(=O)N2CCN(C(=O)c3oc4ccccc4c3C)CC2)cc1
 : i	i	i	i	i	i	i	i	i	i	i
- O=C(CN1CCC(n2nnc3ccccc32)CC1)Nc1ccc2c(c1)CCC2
 : i	i	i	i	i	i	i	i	i	i	i
- Cc1cc(Br)ccc1OCCOCCN1CCCC1
 : i	i	i	i	i	i	i	i	i	i	i
- COc1ccc(N2CCN(C(=O)CCn3nnc4ccccc43)CC2)cc1
 : i	i	i	i	i	i	i	i	i	i	i
- Cc1sc2ncnc(NCC(O)c3ccc([N+](=O)[O-])cc3)c2c1C (stereo not given)
 : i	i	i	-5*	i	100*	i	i	i	i	i
- CN1CCN(c2oc(-c3ccc([N+](=O)[O-])cc3)nc2C#N)CC1
 : i	i	i	i	i	i	i	i	i	i	i
- COC(=O)C1=C(C)NC(=O)NC1c1ccc(N2CCC(c3ccccc3)=N2)cc1 (stereo not given)
 : i	i	i	i	i	i	i	i	i	i	i
- N#Cc1c(-c2ccccc2)nc(-c2ccncc2)[nH]c1=O
 : i	i	i	i	i	i	i	i	i	i	i
- Nc1nccnc1C(=O)OCC(=O)NNC(=O)c1ccccc1
 : i	i	i	i	i	i	i	i	i	i	i
- O=C(Nc1ccc(OC(F)(F)F)cc1)C1CCCN(S(=O)(=O)c2cccnc2)C1 (stereo not given)
 : i	i	i	i	i	i	i	i	i	i	i
- COc1ccc(-c2cc(C(=O)N3CCCCCC3)c3cc(C)ccc3n2)cc1
 : i	i	i	i	i	i	i	i	i	i	i
- O=C(NCc1cccnc1)c1ccc(Cl)c(Cl)c1
 : i	i	i	i	i	i	i	i	i	i	i
- CCn1c(C(C)NC(=O)c2cccs2)nc2ccccc21 (stereo not given)
 : i	i	i	i	i	i	i	i	i	i	i
- O=C(Nc1ccc(N2CCOCC2)c(F)c1)c1cccs1
 : i	i	i	i	i	i	i	i	i	i	i
- CC(C)NC(=O)c1cccc(Cn2cc(Cl)cn2)c1
 : i	i	i	i	i	i	i	i	i	i	i
- Cc1cc(-c2csc(N)n2)c(C)n1CCC(C)C
 : i	i	i	i	i	i	i	i	i	i	i
- CC(C)CNc1oc(-c2ccc(F)cc2)nc1C#N
 : i	i	i	i	i	i	i	i	i	i	i
- c1ccc(-c2cc3n(c2)CCc2ccccc2-3)cc1
 : i	i	i	i	i	i	i	i	i	i	i
- O=C(CN(C(=O)c1ccccc1)N1C(=O)CCC1=O)c1cccs1
 : i	i	i	i	i	i	i	i	i	i	i
- Cc1cc(C)c(OCC(=O)OCC(=O)N2CCN(C(=O)c3ccco3)CC2)c(C)c1
 : i	i	i	i	i	i	i	i	i	i	i
- CCCCOc1ccc(-c2nnn(CC(=O)NCc3ccco3)n2)cc1
 : i	i	i	i	i	i	i	i	i	/	i
- C=CCOc1ccccc1CN1CCCCCC1
 : i	i	i	i	i	i	i	i	i	i	i
- COc1cc2c(cc1OC)C(NNC(=O)c1ccc(Br)o1)=NC(C)(C)C2
 : i	i	i	i	i	i	i	i	i	i	i
- O=c1c([N+](=O)[O-])cccn1Cc1ccc(F)cc1Cl
 : i	i	i	i	i	i	i	i	i	i	i
